EP2 antag: blocks the human prostaglandin E2 receptor EP2; inhibition, % at 25 µM; 0.52% of 260,000 active; C6 glioma cells expressing human EP2, cAMP TR-FRET; cells stimulated with saturating PGE2;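 active = percent inhibition above 40 after rounding to a whole number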;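 also: rat C6 glioma host cells with rolipram phosphodiesterase inhibitor present; the protocol text gives 20 µM as final concentration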
Target sequence (P43116 whole entry, looked up): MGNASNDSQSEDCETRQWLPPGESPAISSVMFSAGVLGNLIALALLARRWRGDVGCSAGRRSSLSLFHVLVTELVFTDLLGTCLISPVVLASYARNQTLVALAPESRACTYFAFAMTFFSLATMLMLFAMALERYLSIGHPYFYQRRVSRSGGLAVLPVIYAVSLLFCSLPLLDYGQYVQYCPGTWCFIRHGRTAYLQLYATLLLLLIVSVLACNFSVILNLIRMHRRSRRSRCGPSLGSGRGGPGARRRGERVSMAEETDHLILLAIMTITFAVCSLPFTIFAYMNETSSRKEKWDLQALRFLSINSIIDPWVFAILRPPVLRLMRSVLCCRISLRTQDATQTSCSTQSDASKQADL
EP2 modulator: modulators of human EP2 prostaglandin E2 receptor; P43116; EP2-expressing cells, cAMP HTRF FRET, PGE2 co-stimulation; induction, % at 25 µM; 0.83% of 260,000 active;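 active = compounds whose cAMP rise, as percent of the full-agonist control response, exceeds 60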;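 also: rat C6 glioma line stably carrying human EP2 under a CMV promoter; the protocol text gives 20 µM as final concentration; 100% = response of wells given 1 µM PGE2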
Numbers without * were called inactive.

SMILES	EP2 antag	EP2 modulator
CCc1sc(NC(=O)C2(C)CCCO2)nc1-c1ccc(F)cc1 (stereo unspecified)	7	-25
Cn1c(=O)sc2cc(S(=O)(=O)NC3(CN4CCCC4)CCCCC3)ccc21	11	-20
Cc1ccc(C)c2[nH]c(=O)c(CN(C(=S)Nc3ccc(F)cc3)C3CCCCC3)cc12	17	0
COCCCN1C(=O)C(O)=C(C(=O)c2ccc(C)o2)C1c1ccc(O)c(OC)c1 (stereo unspecified)	6	-6
CN(C(=O)CSc1nc(-c2ccccc2)cc(C(F)(F)F)n1)C1CCCCC1	8	52
CCOc1ccccc1NC(=O)CSc1nnc(-c2ccoc2C)n1-c1ccccc1	10	3
COc1ccccc1NC(=O)C(C#N)Cc1cc2cc(C)cc(C)c2[nH]c1=O (stereo unspecified)	10	19
Cc1c(O)c(Br)c(C)c(O)c1Br (tested in a mixture with another compound)	105*	-57
CC(C(=O)N1CCOCC1)N(c1ccc(Cl)cc1)S(C)(=O)=O (stereo unspecified)	10	3
O=C(OC(C(=O)NCC1CCCO1)c1ccccc1F)c1cccs1 (stereo unspecified)	13	-4
CCS(=O)(=O)N1CC=C[C@@H]1C(=O)NCc1ccc(OC)cc1	8	-12
CN(C)c1ncc(CN2CCC3(CC2)NC(=O)c2ccccc2O3)cn1	3	-39
Cc1ccc(NCc2nnc(SCC(=O)N3CCCC(C)C3)n2C)cc1 (stereo unspecified)	9	-2
COCCNC(=O)Cn1cc(CN2CCC(N3CCOCC3)CC2)c2ccccc21	4	-11
CC1=C(C(=O)OC(C)C)C(c2ccccc2Br)NC(=O)N1 (stereo unspecified)	7	-9
COc1cccc(CC2(O)C(=O)Nc3ccccc32)c1 (stereo unspecified)	10	-16
Cc1ccc(-c2nnn(CC(=O)NC(C)C)n2)cc1	11	-6
O=C(CN1C(=O)c2ccccc2S1(=O)=O)NCCSCc1ccccc1	5	-67
Cc1ccc(NC(=O)c2cccs2)cc1NC(=O)c1ccccc1	9	-20
CCN(CC)CCCN1C(=O)C(=O)/C(=C(\O)c2cc(C)ccc2C)C1c1cccnc1 (stereo unspecified)	12	26
COc1cc2nncc(SCc3ccc(Cl)c(Cl)c3)c2cc1OC	54*	5
COc1nc(-c2ccccc2)ccc1-c1noc(C(C)C)n1	6	11
O=c1c2ccc(Br)c3cccc(c32)c2nc3ccccc3n12	6	6
CC(=O)Nc1ccc(CNC(=O)CN2CCOCC2)cc1	6	-16
CCOc1ccc2c(c1)C1(SC(NC(C)=O)=NN1C(C)=O)C(=O)N2CC (stereo unspecified)	6	6
CCc1cc2cc3c(cc2nc1SCC(=O)N1CCc2ccccc2C1)OCO3	7	14
COc1ccc(C(=O)N2CCC(C(=O)Nc3ccc(OC)c(Cl)c3)CC2)cc1	8	-38
C=CCOc1ccc(CNc2n[nH]c3nc(C)cc(C(F)(F)F)c23)cc1	7	-79
O=C(CSc1ncnc2sc3c(c12)CCCC3)Nc1ccccc1-c1ccccc1	8	31
Cc1nnc2nc(-c3ccc(NC(=O)CN4CCNC4=O)cc3)cn2c1C	8	-30
Cc1nn(C)c(C)c1NC(=O)c1cc2n(n1)C(C(F)(F)F)CC(c1ccco1)N2 (stereo unspecified)	9	-6
CC(C)NC(=O)Cn1c(C(C)C)nc2ccccc2c1=O	6	3
CCOC(=O)N1CC=C2C(C#N)=C(N)C(C#N)(C#N)C(CC)C2C1 (stereo unspecified)	10	-40
O=C(NCc1cccs1)C1CCCN1S(=O)(=O)c1ccc(Cl)cc1 (stereo unspecified)	7	-27
CCc1c(C)[nH]c2c(C)cccc2c1=S	8	58
Cc1cc(C)c(NC(=O)CSc2nc3ccccc3c(=O)n2Cc2ccco2)c(C)c1	17	-18
COCCOC(=O)C1=C(N)Oc2cc(C)oc(=O)c2C1c1ccc(C(F)(F)F)cc1 (stereo unspecified)	13	35
COc1ccc(C2(C(=O)NC(C)c3nc(-c4cccnc4)n[nH]3)CC2)cc1 (stereo unspecified)	3	-43
CC1(C)CC(N(Cc2cccs2)C(=O)c2ccc(F)cc2)CC(C)(C)N1	5	-23
COc1ccc(OC)c(C2/C(=C(/O)c3ccc(Cl)cc3)C(=O)C(=O)N2CC(C)O)c1 (stereo unspecified)	5	-8
CCC(C)(C)NC(=O)C(c1ccccc1F)N(Cc1cccnc1)C(=O)c1csnn1 (stereo unspecified)	10	18
COc1ccc(CC(=O)NNC(=O)c2ccco2)cc1	9	-3
COc1cc(C2C3=C(CC(C)(C)CC3=O)NC3=C2C(=O)CC(C)(C)C3)ccc1OCC#N	13	8
COc1ccc(/C=C2/C(C)=C(C#N)c3nc(N)c(C#N)c(C)c32)cc1O	28	-86
Cc1cccc2cc(CN(CCN3CCOCC3)C(=O)Nc3ccc(F)cc3)c(=O)[nH]c12	10	-11
CCOc1ccc2nc(SCC(=O)Nc3ncc(C)s3)c(C#N)cc2c1	14	-38
CC(C)(C)c1ncc(C(=O)NC2CCN(Cc3cccc(F)c3)CC2)cn1	10	-52
CCC(C)(C)Nc1c(-c2cc3ccc(OC)cc3[nH]c2=O)nc2ccccn12	16	5
Cc1cnc(C(=O)Nc2ccc(S(=O)(=O)NC(C)C)cc2)cn1	12	-30
CCN(CC)CCCN(C(=O)c1ccco1)c1nc(-c2ccc(Cl)cc2)cs1	15	-51
CCc1ncc(CN(Cc2ccc(OC)cc2OC)CC2CCCO2)cn1 (stereo unspecified)	8	13
COCCNC(=S)N(CCN(C)C)Cc1cc2cccc(C)c2[nH]c1=O	11	-46
Cc1nnc2sc(-c3ccc(NC(=O)C(C)(C)C)cc3)nn12	4	-32
O=C(Nc1ccc(NC(=O)c2ccco2)cn1)c1cccc(Cl)c1	16	-65
COCCCNC(=O)c1cc2c(n(-c3ccc(OC)cc3)c1=O)CC(C)(C)CC2=O	8	3
CCC(C(=O)NCc1noc(-c2ccc(C)cc2)n1)n1cnc2ccccc21 (stereo unspecified)	1	-119
O=C1NC2(CCN(C(=O)Cc3n[nH]c(=O)c4ccccc34)CC2)Oc2ccccc21	10	-20
COc1ccc(N2CCN(Cc3nnnn3CCc3ccccc3)CC2)cc1	5	-38
COc1ccc(OC)c(S(=O)(=O)N2CCC(C(=O)NC(C)(C)C)CC2)c1	7	-29
CCOc1cc(C2C(C#N)=C(N)OC3=C2C(=O)CC(C)(C)C3)ccc1OCC(=O)OC (stereo unspecified)	14	-20
Other structures follow.
SMILES	EP2 antag	EP2 modulator
CCOCc1nnc(NC(=O)c2ccc(C)c(C)c2)s1	16	-5
C=CCSc1nc2c(c(=O)n(C)c(=O)n2C)n1CC(=C)C	8	-11
COc1ccc2cc(CN(CCCO)C(=O)Nc3ccccc3)c(=O)[nH]c2c1	18	-10
CCOC(=O)N1CCN(CCC(=O)Nc2ccc(C)c(C)c2)CC1	12	-34
Cc1sc2nc(C(C)C)n3c(SCC(=O)Nc4ccccc4)nnc3c2c1C	14	27
CN1C(=O)c2cccc3c(S(=O)(=O)Nc4ccc(O)c(C(=O)O)c4)ccc1c23	9	-6
CCOc1ccc(NC(=O)CSc2nc3ccccc3cc2C)cc1	13	14
CCc1cccc(C)c1NC(=O)CSc1nnc(-c2ccco2)n1C	11	0
CCc1ccc2[nH]c(=O)c(CN(Cc3cccs3)C(=S)Nc3ccc(C)cc3)cc2c1	14	-42
ON(CCc1ccncc1)Cc1ccccc1	13	-26
O=C(CNC(=O)c1ccco1)NCC(=O)OCc1ccccc1Cl	5	3
CN1CC=C(/C=C/c2ccc(Sc3ncccn3)o2)CC1	3	-52
COc1ccc2nc(SCC(=O)Nc3ccc(N4CCCC4)cc3)c(C#N)cc2c1	9	-25
CN(C)CN1C(=O)S/C(=C2\C(=O)N(CN(C)C)c3ccccc32)C1=O	37	8
COc1cc(NC(=O)CSc2nnc(-c3ccoc3C)n2C)cc(OC)c1	12	-18
CCn1c(C(CC(C)C)NC(=O)c2ccco2)nc2cccnc21 (stereo unspecified)	8	18
O=C(O)c1nc2cc(Cl)c(Cl)cc2[nH]c1=O	6	22
O=C1Nc2nc(=O)nc3[nH]c(=O)nc(n23)N1	8	18
CC(C)(C)c1ccc(C(=O)N(Cc2cc3cc4c(cc3[nH]c2=O)OCCO4)C2CCCC2)cc1	12	25
COc1cc2cc(C#N)c(SCC(=O)c3ccccc3)nc2cc1OC	34	31
O=C(NCc1ccco1)c1ccc(S(=O)(=O)NCC2CCCCC2)cc1	8	-17
Cc1nnc(NC(=O)CSc2nc3ccccc3cc2C#N)s1	18	-10
COc1ccc(NC(=O)CCCSc2nc(-c3ccco3)cc(C(F)(F)F)n2)c(OC)c1	15	-99
O=C(Nc1nnc(Cc2cccc(F)c2)s1)c1cc2ccccc2c(=O)s1	10	-50
Cc1cccc(NC(=O)C2CC(=O)N(c3ccccc3)C2)n1 (stereo unspecified)	14	1
COc1cc(C2Nc3ccccc3-c3cc(C)nn32)cc(OC)c1OC (stereo unspecified)	8	-21
Cc1ccc(S(=O)(=O)NC(C)C(=O)N2CCOCCOCCOCCOCC2)cc1 (stereo unspecified)	9	-36
Cc1cccc(Cn2c(Sc3nccc(C)n3)nc3c2c(=O)[nH]c(=O)n3C)c1	2	-26
COc1cccc(NC(=O)COc2ccc(C3C(C#N)=C(N)Oc4n[nH]c(C)c43)cc2)c1 (stereo unspecified)	20	-123
CCc1ccc(C2C(C(C)=O)=C(O)C(=O)N2CCNCCO)cc1 (stereo unspecified)	7	10

Structures shown so far that have a COOH group, in the order listed:
SMILES	EP2 antag	EP2 modulator
CN1C(=O)c2cccc3c(S(=O)(=O)Nc4ccc(O)c(C(=O)O)c4)ccc1c23	9	-6
O=C(O)c1nc2cc(Cl)c(Cl)cc2[nH]c1=O	6	22

The results go on:
SMILES	EP2 antag	EP2 modulator
S=C(NCc1ccccc1)N1CCC(c2nc3ccccc3s2)CC1	12	-73
COc1cccc(CN2CCC3(CC2)NC(=O)c2ccccc2O3)c1	5	-8
CCC(c1nnnn1C1CCCCC1)N(Cc1ccccc1)Cc1cc2cc(C)c(C)cc2[nH]c1=O (stereo unspecified)	7	59
C=C(C)Cn1c(SCc2ccc(Cl)cc2)nc2c1c(=O)[nH]c(=O)n2C	12	71*
CCOC(=O)c1cccc(NC(=O)CSc2nnc3c(C)cc4cc5c(cc4n23)OCO5)c1	48*	3
O=c1nc2c3ccc4c(=O)n5c(=O)c6ccccc6nc5c5ccc(c(=O)n2c2ccccc12)c3c45	10	-69
CC(C)NC(=O)Cn1cc(CN2CCCCC2CN2CCOCC2)c2ccccc21 (stereo unspecified)	2	-1
CO/N=C1\CN(c2nc3c(cc2F)c(=O)c(C(=O)O)cn3C2CC2)CC1CN (stereo unspecified)	6	38
COc1cc2cc(CN(Cc3cccs3)C(=O)c3cccc(F)c3)c(=O)[nH]c2cc1OC	8	-18
Cc1ccc(NC(=O)C(C)Sc2ncc(C#N)c(N)n2)c(C)c1 (stereo unspecified)	17	-45
COCCNC(=O)COC(=O)C1C2C=CC3(CN(c4cc(C)cc(C)c4)C(=O)C13)O2 (stereo unspecified)	7	-73
COc1ccc(CCNC(=O)CN2C(=O)C(C)Oc3ccccc32)cc1OC (stereo unspecified)	5	3
Cc1cc2cc(CN(CCO)C(c3nnnn3C(C)(C)C)C(C)C)c(=O)[nH]c2cc1C (stereo unspecified)	11	-8
Cc1cccc(NC(=O)CSc2nccc(=O)[nH]2)c1C	11	11
CCC(=O)Nc1nc(-c2ccc3c(c2)CCN3C(C)=O)cs1	10	-5
COc1ccc(CNC(=O)c2ccc(-n3cnnn3)cc2)c(OC)c1	20	-51
O=C(Nc1cccc(C(F)(F)F)c1)Nc1ccc2c(c1)C(=O)OC2	8	-32
COc1cc(NC(=O)c2ccc3c(c2)OCO3)ccc1NC(=O)c1cc2ccccc2o1	13	-24
COC(=O)CSc1nnc(-c2cccs2)n1CCc1ccccc1	14	34
OC1(C#CCN2CCOCC2)c2ccccc2-c2ccccc21	11	-2

In the list so far, these contain fluorine.
SMILES	EP2 antag	EP2 modulator
CCc1sc(NC(=O)C2(C)CCCO2)nc1-c1ccc(F)cc1 (stereo unspecified)	7	-25
Cc1ccc(C)c2[nH]c(=O)c(CN(C(=S)Nc3ccc(F)cc3)C3CCCCC3)cc12	17	0
CN(C(=O)CSc1nc(-c2ccccc2)cc(C(F)(F)F)n1)C1CCCCC1	8	52
O=C(OC(C(=O)NCC1CCCO1)c1ccccc1F)c1cccs1 (stereo unspecified)	13	-4
C=CCOc1ccc(CNc2n[nH]c3nc(C)cc(C(F)(F)F)c23)cc1	7	-79
Cc1nn(C)c(C)c1NC(=O)c1cc2n(n1)C(C(F)(F)F)CC(c1ccco1)N2 (stereo unspecified)	9	-6
COCCOC(=O)C1=C(N)Oc2cc(C)oc(=O)c2C1c1ccc(C(F)(F)F)cc1 (stereo unspecified)	13	35
CC1(C)CC(N(Cc2cccs2)C(=O)c2ccc(F)cc2)CC(C)(C)N1	5	-23
CCC(C)(C)NC(=O)C(c1ccccc1F)N(Cc1cccnc1)C(=O)c1csnn1 (stereo unspecified)	10	18
Cc1cccc2cc(CN(CCN3CCOCC3)C(=O)Nc3ccc(F)cc3)c(=O)[nH]c12	10	-11
CC(C)(C)c1ncc(C(=O)NC2CCN(Cc3cccc(F)c3)CC2)cn1	10	-52
COc1ccc(NC(=O)CCCSc2nc(-c3ccco3)cc(C(F)(F)F)n2)c(OC)c1	15	-99
O=C(Nc1nnc(Cc2cccc(F)c2)s1)c1cc2ccccc2c(=O)s1	10	-50
CO/N=C1\CN(c2nc3c(cc2F)c(=O)c(C(=O)O)cn3C2CC2)CC1CN (stereo unspecified)	6	38
COc1cc2cc(CN(Cc3cccs3)C(=O)c3cccc(F)c3)c(=O)[nH]c2cc1OC	8	-18
O=C(Nc1cccc(C(F)(F)F)c1)Nc1ccc2c(c1)C(=O)OC2	8	-32

This is a subset; rates above refer to the full screens.
